High-throughput results from PubChem.
TNAP act hiacc: activators of human TNAP at high phosphate acceptor concentration; AID 1136; 200,000 tested, under 10 active; purified TNAP, CDP-star luminescence, 1 M DEA, 30 min; hits give high values; 0 = EDTA background, 1 = DMSO-only activity; activation factor at 20 µM;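 active = activation factor at least 2 at 20 µM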
Target sequence (P05186 whole entry, looked up): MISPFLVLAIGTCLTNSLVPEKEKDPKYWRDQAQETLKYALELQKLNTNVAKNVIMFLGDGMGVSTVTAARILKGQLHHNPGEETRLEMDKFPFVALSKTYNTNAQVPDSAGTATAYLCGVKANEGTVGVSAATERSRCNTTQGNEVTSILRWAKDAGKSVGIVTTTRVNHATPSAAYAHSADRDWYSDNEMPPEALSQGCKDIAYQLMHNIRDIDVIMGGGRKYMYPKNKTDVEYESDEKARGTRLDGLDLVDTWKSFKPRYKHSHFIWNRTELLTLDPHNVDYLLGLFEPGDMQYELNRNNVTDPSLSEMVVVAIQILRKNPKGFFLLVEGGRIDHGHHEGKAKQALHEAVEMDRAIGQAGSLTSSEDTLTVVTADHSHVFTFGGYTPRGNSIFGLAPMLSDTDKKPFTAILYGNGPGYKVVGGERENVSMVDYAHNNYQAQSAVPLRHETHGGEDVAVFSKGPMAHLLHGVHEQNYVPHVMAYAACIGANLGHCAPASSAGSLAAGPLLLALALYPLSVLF
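Measured by: Luminescent substrate turnover signal | Test system: Human TNAP | Input: TNAP 1/800 final | Dosing: 20 µM single point | Schedule: 30 min, room temperature | Controls: EDTA wells as negative control, DMSO wells as positive control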
Diaph act CS: counter-screen for diaphorase-based assays: diaphorase activators and chemical reducers. Diaphorase/resazurin coupled assay, resorufin fluorescence, 16 min; hits give high values; 1 = vehicle wells, 0 = NADH-free wells. activation factor at 20 µM. hit rate 0.005% among 190,000. AID 1229;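 active = diaphorase activity raised at least twofold by the compound at 20 µM; inactive = activation factor below 2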
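Material: purified diaphorase enzyme from Clostridium kluyveri / Medium: HEPES pH 7.4 buffer with MgCl2 and Tween 20 / Schedule: enzyme reaction of 16 min at room temperature / Measured by: resorufin fluorescence, excitation 544 nm, emission 590 nm / Evaluation: rise in resorufin formation, marking diaphorase activation or chemical reduction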
PMI act hi M6P: increases human PMI activity with near-saturating mannose 6-phosphate; activation factor at 20 µM; P34949; hit rate 0.34% among 190,000; coupled PMI enzyme assay, resazurin fluorescence, 20 min; hits give high values; 1 = untreated enzyme, 0 = substrate-free blank;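 active = activation factor of 2 or more at 20 µM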
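Test system: human phosphomannose isomerase with PGI, G6PDH, diaphorase coupling enzymes / Doses: 20 µM compound, 1% DMSO / Times: enzyme reaction with compound 20 min at room temperature / Measured by: Diaphorase-driven resazurin-to-resorufin fluorescence, excitation 544, emission 590 nm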
Efa HMGR inh: blocks class II HMG-CoA reductase of Enterococcus faecalis; inhibition, % at 10 µM; AID 1066; purified E. faecalis HMGR, NADPH absorbance 340 nm kinetic; hit rate 0.41% among 190,000;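 active = inhibition above a set limit, the median over all tested compounds plus 3 SD, cut at about 9.5% in these data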;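 also: enzyme runs in reverse so mevalonate oxidation gives rising NADPH absorbance; 0% = complete reaction with DMSO and 100% = background rate lacking mevalonate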
G6PDH counter: L. mesenteroides G6PDH inhibition counter-screen; Purified L. mesenteroides G6PDH, diaphorase/resazurin coupled fluorescence, 45 min; inhibition, % at 5 µM; hit rate 0.12% among 200,000; AID 1020; in the data active = inhibition above about 50%
TNAP inh hi DEA: blocks human TNAP under high phosphate acceptor concentration. P05186. purified TNAP, CDP-star luminescence, 1 M DEA. inhibition, % at 20 µM. hit rate 0.03% among 200,000;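 active = over 50% inhibition of tissue-nonspecific alkaline phosphatase at 20 µM in the single-dose screen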;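 also: plate controls were DMSO wells for no effect and EDTA-quenched wells as full inhibition for full effect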
FLuc stim CS: affects firefly luciferase, flagging false hits in luciferase stimulation screens; AID 1027; ATPlite luciferase biochemical, luminescence, 10 min; 0 = ATP-free wells, 1 = DMSO control; 200,000 tested, under 10 active; activation factor at 10 µM;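 active = luciferase activation factor, scaled between plate controls, of at least 2 with compound at 10 µM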
Target sequence (P08659 whole entry, looked up): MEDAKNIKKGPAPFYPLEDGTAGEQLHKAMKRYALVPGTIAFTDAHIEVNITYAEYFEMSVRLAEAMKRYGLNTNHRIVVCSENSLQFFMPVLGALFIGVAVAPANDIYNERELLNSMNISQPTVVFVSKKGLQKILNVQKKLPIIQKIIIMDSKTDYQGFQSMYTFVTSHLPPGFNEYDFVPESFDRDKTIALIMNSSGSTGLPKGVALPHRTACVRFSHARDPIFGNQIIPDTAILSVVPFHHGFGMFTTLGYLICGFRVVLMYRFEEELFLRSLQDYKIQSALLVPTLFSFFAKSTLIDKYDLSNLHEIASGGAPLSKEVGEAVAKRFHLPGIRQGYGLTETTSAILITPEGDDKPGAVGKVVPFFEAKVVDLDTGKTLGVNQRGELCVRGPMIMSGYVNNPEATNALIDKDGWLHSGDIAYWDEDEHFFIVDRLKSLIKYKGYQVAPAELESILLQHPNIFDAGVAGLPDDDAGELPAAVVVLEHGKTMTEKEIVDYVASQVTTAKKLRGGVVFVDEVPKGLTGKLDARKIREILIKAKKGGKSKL
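Material: luciferase plus luciferin reagent, cell-free. Medium: PBS buffer for ATP. Also added: ATP substrate, dispensed from a 10.24 µM working solution in PBS. Doses: test compounds dosed from 2 mM stocks in 100% DMSO. Incubation: 10 min post-reagent at room temperature. Technique: light output (luminescence). Read-out basis: luminescence gain marking luciferase activators.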
Diaph inh CS: counter-screen for diaphorase-based assays: diaphorase inhibitors and chemical oxidizers | AID 1217 | inhibition, % at 20 µM | diaphorase resazurin-to-resorufin fluorescence, NADH, 16 min; bacterial (C. kluyveri) enzyme, not human | hit rate 0.69% among 190,000;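 active = primary screen inhibition at 20 µM above a set limit, cut at about 50% in these data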;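 also: plate controls were DMSO with full reaction for no effect and wells lacking NADH for full effect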
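Detection: fluorescence of resorufin formed from resazurin, Ex 544/Em 590 nm; test system: Clostridium kluyveri diaphorase enzyme; amount: 0.14 U/mL diaphorase, enzyme working solution; times: 16-min room-temperature incubation before reading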
TNAP inh no acc: blocks human TNAP activity with no phosphate acceptor present; P05186; purified TNAP, CDP-star luminescence, 30 min; inhibition, % at 20 µM; hit rate 0.26% among 200,000;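 active = tissue-nonspecific alkaline phosphatase inhibition above about 50% at 20 µM in the single-dose screen, limit read from the data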;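 also: 0% = DMSO negative control and 100% = EDTA positive control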
PMI act: activators of human phosphomannose isomerase; P34949; purified human PMI, coupled resazurin fluorescence, 20 min; hits give high values; 1 = vehicle control, 0 substrate-free wells; activation factor at 20 µM; hit rate 0.005% among 190,000;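 active = activation factor of 2 or more at 20 µM, relative to plate controls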
Starred values were filed as active, the others as inactive; . = not tested or not shown. Rows were taken by chance, and some 1.7% of all compounds hit somewhere here.

SMILES	TNAP act hiacc	Diaph act CS	PMI act hi M6P	Efa HMGR inh	G6PDH counter	TNAP inh hi DEA	FLuc stim CS	Diaph inh CS	TNAP inh no acc	PMI act
CCOC(=O)Nc1cc(Br)c2c(c1)OCCO2	1	0.8	0.9	1	6	-3	0.9	16	-10	0.8
O=C(CSc1c[nH]c2ccccc12)NCC1CCCO1 (configuration not stated)	1	1.2	1.1	-4	30	-5	1	-20	13	1.1
C=CC[N+]1(CC#Cc2ccccc2)CCCC1	1.1	0.9	1	-8	-1	-5	1.1	5	-9	1
O=C(Nc1sc2c(c1C(=O)NC1CC1)CCCCCC2)c1ccco1	1	1	1.1	-9	15	-4	1	-1	-12	1
CC(C)CCN(CCC(C)C)C(CO)(CO)CO	1	0.7	1	-6	10	3	1.1	32	2	0.9
CN(CC(=O)NCc1ccccn1)S(=O)(=O)c1ccc2ccccc2c1	1.1	0.9	1	1	8	-6	1	14	-13	1
CCOC(=O)c1cc2sccc2n1CC(=O)OC(C)C	1	0.9	1	-5	0	-1	1	11	-5	1
CCOc1ccc(Nc2cc(=O)n(C)c(=O)n2C)cc1	1	0.9	0.9	-2	17	1	1	12	-9	0.9
COC(=O)c1c(NC(=O)CCCC(=O)O)sc(C)c1C	1.1	0.9	1.1	2	2	-7	1.1	12	-19	1.1
COc1ccccc1NC(=O)C1=C(C)NC(SCC(=O)c2ccc(C)cc2)=C(C#N)C1c1ccco1 (configuration not stated)	1.1	0.8	1.4	-5	14	-11	1	16	-20	1.1
CCOC(=O)C1=C(C)NC(=O)NC1c1ccc(N(CC)CC)cc1 (configuration not stated)	1.1	0.8	0.7	-1	-2	-7	1	21	-20	1
CC(C)(C)NC(=O)COC(=O)CCC(=O)c1cccs1	1	1	1	0	3	2	1	1	-6	1
Cc1cc(C)nc(SCc2nnc(SCC(=O)Nc3ccccc3C)n2Cc2ccco2)n1	1	0.9	1	5	0	-4	1.1	7	3	1
CN1/C(=C\C=[N+](C)c2ccccc2)C(C)(C)c2ccccc21	1	0.9	1.1	1	7	-1	1	12	-8	0.9
C=CCN1C=CC(=C/C=C(/C#N)C(=O)OCC)C=C1	0.6	0.9	0.7	-2	14	40	0.2	8	30	0.8
CCc1nnc(NS(=O)(=O)c2ccc(NC(=O)/C=C/c3ccc(F)cc3)cc2)s1	1	0.9	1	-5	1	0	1	10	-5	1
CCn1ncc(Br)c1C(=O)Nc1ncc(C)s1	1	0.8	1	3	2	-4	1	16	-6	1.1
COc1cccc(NC(=O)CNS(=O)(=O)c2ccc(Cl)cc2)c1	1	0.9	1	1	8	0	1	6	-2	1.1
CCOc1ccc(NC(=S)NC(=O)c2c(Cl)c(C)nn2C)c([N+](=O)[O-])c1	0.9	0.8	0.9	2	2	5	1	17	2	0.9
Cc1ccc2nc(Nc3nc(CSc4nc5ccccc5s4)cc(=O)[nH]3)nc(C)c2c1	1	1	0.9	-2	7	-1	1	3	-108	0.9
CCc1nnc(NC(=O)c2c(OC)cccc2OC)s1	1	1	1	-3	4	0	1	0	-9	0.9
O=C1CN(C(=O)COc2ccc(F)cc2Br)c2ccccc2N1	1	0.9	0.9	0	1	1	1	12	-2	0.9
Cc1c(N=c2scc(-c3ccccc3)n2C)c(=O)n(-c2ccccc2)n1C	1.1	0.9	1.1	-6	4	-7	1	6	-22	1.2
CC(=C/c1ccccc1)/C=N/n1cnnc1	1	0.8	1	0	2	-5	1.1	16	-7	1
O=C(CN1CCCN(Cc2ccc(F)cc2Cl)C1=O)NC1CCCC1	1	1	1.2	-2	6	-1	1	-3	-2	1.1

Limited to TNAP inh hi DEA, PMI act hi M6P and Diaph act CS (2 entries from above):
canonical_smiles | TNAP inh hi DEA | PMI act hi M6P | Diaph act CS
Cc1c(N=c2scc(-c3ccccc3)n2C)c(=O)n(-c2ccccc2)n1C | -7 | 1.1 | 0.9
CC(=C/c1ccccc1)/C=N/n1cnnc1 | -5 | 1 | 0.8

Next section.
SMILES	TNAP act hiacc	Diaph act CS	PMI act hi M6P	Efa HMGR inh	G6PDH counter	TNAP inh hi DEA	FLuc stim CS	Diaph inh CS	TNAP inh no acc	PMI act
O=C(Cc1ccccc1)N/N=C/c1ccc2cccc(O)c2n1	1	0.8	0.6	-4	56*	0	0.9	15	-10	0.9
Cc1cc(C)c(S(=O)(=O)CCC(C)C)c(=O)[nH]1	1	1	0.9	0	16	0	1	-1	-2	1
COCCNC(=O)Nc1ccc2c(c1)N(C)C(=O)CS2	1.1	0.8	0.9	-2	-1	-5	1	22	-12	0.9
O=[N+]([O-])c1ccc(/C=N/Nc2nc(NCc3ccccc3)nc(N3CCOCC3)n2)cc1	1	1	0.9	-1	-1	1	1	3	5	1
CCOC(=O)c1sc(NC(=S)NC(=O)C2CCCC2)cc1C	1	0.8	0.9	0	-34	2	1	16	-7	0.9
O=C1CC(c2ccccc2)n2nc(NS(=O)(=O)c3ccccc3)nc2N1 (configuration not stated)	1.1	1	1.1	-1	21	-9	0.9	5	-4	0.9
S=C(Nc1cccnc1)Nc1cccc2cnccc12	1	0.4	1	-8	41	5	1	62*	-1	0.5
O=C(O)CCSc1nnc(-c2cccnc2)n1-c1ccccc1	1	1	1.1	-3	-2	-4	1.1	-2	-14	1
NS(=O)(=O)c1ccc(CCNCc2cc(Br)ccc2OCc2ccccc2F)cc1	1	0.9	1	2	3	-3	1.1	11	-5	1.1
CCN(CC)C(=O)CSc1nc(N)c(-c2ccccc2)c(=O)[nH]1	1	1	1	-3	11	-4	1	0	-5	1
CN(C)CCOCCOc1ccc(Cl)cc1Br	1	1	0.9	-3	11	1	1	0	1	0.8
COCCn1c(C)cc(C(=O)CSc2cc(C)c3ccccc3n2)c1C	1.1	0.9	1	-8	-30	-6	1	10	-7	0.9
CN(C)C(=O)c1noc2cc([N+](=O)[O-])ccc12	1	0.9	1	0	11	2	1.1	6	-4	1
O=C(COc1cccc2ccccc12)N1CCN(c2ccccc2)CC1	1.1	1	1.1	-6	1	-7	1	0	-14	1
CC(=O)c1nnn(-c2ccc([N+](=O)[O-])cc2)c1C	1.1	1	1.2	4	3	-9	1	-5	-15	1.2
CCOC(=O)c1c(C)n(C(=O)c2ccco2)c(=O)n1C(=O)c1ccco1	1.1	1	1.1	.	13	-7	1	1	-5	1.1
CCOC(=O)CC(=O)CSc1nc2cc(C)ccc2cc1C	0.9	0.9	1	-1	-19	6	1	7	-6	0.9
CCOC(=O)C1(Cc2ccc(OC)cc2)CCN(S(C)(=O)=O)CC1	1	1	1.1	-4	11	-4	1	-4	-10	1.1
O=C(Cc1cccc2ccccc12)NCCOc1ccccc1F	1	0.8	0.8	3	14	-4	1	22	-7	0.9
Cc1ccc(S(=O)(=O)N(CC(=O)N2CCC(C)CC2)c2ccccc2)cc1	1.1	1	1	4	6	-8	1	4	-7	1
CC1=Nc2ccccc2/C1=C\c1nc(-c2ccccc2)oc1O	1.1	0.9	1	1	-4	-10	1.1	8	16	0.9
Cc1cccc2sc(N(CCCN(C)C)C(=O)c3sc4ccccc4c3Cl)nc12	1.1	1	0.9	2	-17	-8	1.1	4	2	0.8
CCCc1nc(N2CCN(C)CC2)c2sc(=S)n(-c3ccccc3)c2n1	1.1	0.8	0.9	-1	-28	-6	1	22	-10	0.9
Cc1cc(NC(=O)CCCn2nc(C)c([N+](=O)[O-])c2C)no1	1	1.1	1.1	-3	6	1	1	-7	-13	1.1
CC(C)(C)c1nnc(NC(=O)NS(=O)(=O)c2ccccc2)s1	1	0.9	0.9	5	9	-3	1	11	-9	0.9
Nc1c(Cl)ncnc1N/N=C/c1ccnc2ccccc12	0.9	1	1.5	-2	3	8	0.5	-3	2	1.5
CC(C)Oc1ccc(C(CC(=O)NCCCN(C)C)c2ccc(F)cc2)cc1 (configuration not stated)	1.1	0.9	0.9	-4	2	-6	1	13	-8	1

Entries from the list above with a halogen (13):
SMILES	TNAP act hiacc	Diaph act CS	PMI act hi M6P	Efa HMGR inh	G6PDH counter	TNAP inh hi DEA	FLuc stim CS	Diaph inh CS	TNAP inh no acc	PMI act
CCOC(=O)Nc1cc(Br)c2c(c1)OCCO2	1	0.8	0.9	1	6	-3	0.9	16	-10	0.8
CCc1nnc(NS(=O)(=O)c2ccc(NC(=O)/C=C/c3ccc(F)cc3)cc2)s1	1	0.9	1	-5	1	0	1	10	-5	1
CCn1ncc(Br)c1C(=O)Nc1ncc(C)s1	1	0.8	1	3	2	-4	1	16	-6	1.1
COc1cccc(NC(=O)CNS(=O)(=O)c2ccc(Cl)cc2)c1	1	0.9	1	1	8	0	1	6	-2	1.1
CCOc1ccc(NC(=S)NC(=O)c2c(Cl)c(C)nn2C)c([N+](=O)[O-])c1	0.9	0.8	0.9	2	2	5	1	17	2	0.9
O=C1CN(C(=O)COc2ccc(F)cc2Br)c2ccccc2N1	1	0.9	0.9	0	1	1	1	12	-2	0.9
O=C(CN1CCCN(Cc2ccc(F)cc2Cl)C1=O)NC1CCCC1	1	1	1.2	-2	6	-1	1	-3	-2	1.1
NS(=O)(=O)c1ccc(CCNCc2cc(Br)ccc2OCc2ccccc2F)cc1	1	0.9	1	2	3	-3	1.1	11	-5	1.1
CN(C)CCOCCOc1ccc(Cl)cc1Br	1	1	0.9	-3	11	1	1	0	1	0.8
O=C(Cc1cccc2ccccc12)NCCOc1ccccc1F	1	0.8	0.8	3	14	-4	1	22	-7	0.9
Cc1cccc2sc(N(CCCN(C)C)C(=O)c3sc4ccccc4c3Cl)nc12	1.1	1	0.9	2	-17	-8	1.1	4	2	0.8
Nc1c(Cl)ncnc1N/N=C/c1ccnc2ccccc12	0.9	1	1.5	-2	3	8	0.5	-3	2	1.5
CC(C)Oc1ccc(C(CC(=O)NCCCN(C)C)c2ccc(F)cc2)cc1 (configuration not stated)	1.1	0.9	0.9	-4	2	-6	1	13	-8	1
